DDE Tn6 FP inh: DD(E)-Tn6 binding inhibition, primary FP screen; P02675; Fibrin DD(E) TRITC-Tn6 fluorescence polarization displacement; inhibition, % at 8.3 µM; 0.21% of 370,000 active; AID 720509;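 active = inhibition above a per-campaign cutoff: mean of compounds within control limits plus 3 SD, cut at about 15% in these data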;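 note: 0% = median of all compound wells on the plate and 100% = blocking peptide control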
PLC-gamma1 inh: blocks human PLC-gamma1 enzyme activity | AID 720700 | P19174 | inhibition, % at 12.2 µM | purified PLC-gamma1, fluorogenic substrate, fluorescence | 0.84% of 370,000 active; in the data active = inhibition above about 9.5%
ARFGAP1 inhibitor: inhibits rat ARF GTPase activating protein 1; AID 651572; inhibition, % at 16.5 µM; Q62848; Arfgap1-stimulated ARF1 GTP hydrolysis, GDP FP detection; 0.26% of 360,000 active;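 active = inhibition above a per-plate limit, mean inhibition of low control wells plus 3 SD, cut at about 25% in these data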;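 note: 0% = DMSO wells with enzyme and 100% = wells lacking Arfgap1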
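Replicates: Single well per compound | Assay system: Truncated rat Arfgap1 GAP domain | Control set: No-Arfgap1 wells (100%) versus DMSO full-reaction wells (0%) | Times: Enzyme reaction 120 min at 25 °C after 20 min preincubation | Reagent: Human ARF1(Δ1-17)-GTP substrate | Measured by: Tracer-displacement fluorescence polarization with EDTA stop, 620/688 nm | Measure: Percent inhibition of Arfgap1-stimulated GTP hydrolysis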
DDE Tn7 FP inh: DD(E)-Tn7 binding inhibition, primary FP screen | P02675 | FP displacement of FITC-Tn7 peptide from fibrin DD(E); 0% = median of compound wells per plate | inhibition, % at 8.3 µM | 0.13% of 370,000 active | AID 720508;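 active = inhibition above the mean of compounds falling within the control limits plus 3 SD of them, cut at about 14% in these data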;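 note: 0% = plate median of compound wells and 100% = 10 µM Aha-Tn7 peptide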
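Also added: labelled Tn7 tracer, 0.1 µM; Assay system: human fibrin DD(E) protein; Amount: 2 µM fibrin DD(E); Schedule: 10 min compound pre-incubation, 3 h probe incubation at room temperature; Repeats: one replicate per compound; Read-out basis: percent inhibition; Measured by: fluorescence polarization of the labelled Tn7 tracer.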
ADAM17 inh: ADAM17 inhibition, QFRET primary screen. AID 720648. 0.83% of 370,000 active. inhibition, % at 6.95 µM. P78536. recombinant ADAM17, EDANS/DABCYL FRET peptide cleavage;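 active = inhibition above the mean of compounds lying between control limits plus 3 SD, set per campaign, cut at about 8.5% in these data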;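 note: 0% = DMSO-only wells as the low control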
MBD2 DNA inh: blocks human MBD2 binding to methylated DNA; TR-FRET, MBD2 binding to methylated oligonucleotide; inhibition, % at 4.4 µM; 0.31% of 370,000 active; in the data active = inhibition above about 13%
PLCb3 inh: PLC-beta3 (human) inhibition, primary screen; Purified PLC-beta3, fluorogenic substrate, fluorescence; inhibition, % at 12.2 µM; 0.18% of 370,000 active; in the data active = inhibition above about 11%;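 note: 0% = median of compound wells on plate and 100% = full blocker control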
ASAP1 inh: blocks human ASAP1-stimulated Arf1 GTP hydrolysis; Q9ULH1; GDP FP detection; inhibition, % at 16.5 µM; 0.19% of 360,000 active; AID 624377; in the data active = inhibition above about 25%;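 note: 0% = vehicle with enzyme and substrate and 100% = no enzyme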
KLK7 zymogen act: activates the human kallikrein-7 zymogen | 0.9% of 370,000 active | purified proKLK7, EDANS-DABCYL substrate fluorescence; 100% is mature enzyme control, 0% vehicle | activation, % at 7 µM;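 active = activation above the mean of all tested compounds plus 3 SD, computed per campaign excluding outliers beyond control limits, cut at about 13% in these data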
Target sequence (P49862 whole entry, looked up): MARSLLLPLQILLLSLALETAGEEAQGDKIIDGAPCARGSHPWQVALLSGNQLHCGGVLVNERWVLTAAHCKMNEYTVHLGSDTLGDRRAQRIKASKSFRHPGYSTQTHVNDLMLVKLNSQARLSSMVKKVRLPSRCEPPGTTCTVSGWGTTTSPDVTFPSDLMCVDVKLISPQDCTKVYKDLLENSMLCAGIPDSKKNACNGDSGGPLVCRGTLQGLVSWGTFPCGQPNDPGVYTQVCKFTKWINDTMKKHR
UHRF1 MBD2 ctr: blocks human UHRF1 binding to methylated DNA | Q96T88 | UHRF1 binding to methylated oligo, TR-FRET | inhibition, % at 4.4 µM | 0.75% of 370,000 active; in the data active = inhibition above about 21%;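 note: UHRF1 SRA domain binding a hemimethylated CpG hairpin DNA probe; 0% = median of test compound wells and 100% = reference inhibitor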
Target sequence (Q96T88 whole entry, looked up, the tested form may be a part): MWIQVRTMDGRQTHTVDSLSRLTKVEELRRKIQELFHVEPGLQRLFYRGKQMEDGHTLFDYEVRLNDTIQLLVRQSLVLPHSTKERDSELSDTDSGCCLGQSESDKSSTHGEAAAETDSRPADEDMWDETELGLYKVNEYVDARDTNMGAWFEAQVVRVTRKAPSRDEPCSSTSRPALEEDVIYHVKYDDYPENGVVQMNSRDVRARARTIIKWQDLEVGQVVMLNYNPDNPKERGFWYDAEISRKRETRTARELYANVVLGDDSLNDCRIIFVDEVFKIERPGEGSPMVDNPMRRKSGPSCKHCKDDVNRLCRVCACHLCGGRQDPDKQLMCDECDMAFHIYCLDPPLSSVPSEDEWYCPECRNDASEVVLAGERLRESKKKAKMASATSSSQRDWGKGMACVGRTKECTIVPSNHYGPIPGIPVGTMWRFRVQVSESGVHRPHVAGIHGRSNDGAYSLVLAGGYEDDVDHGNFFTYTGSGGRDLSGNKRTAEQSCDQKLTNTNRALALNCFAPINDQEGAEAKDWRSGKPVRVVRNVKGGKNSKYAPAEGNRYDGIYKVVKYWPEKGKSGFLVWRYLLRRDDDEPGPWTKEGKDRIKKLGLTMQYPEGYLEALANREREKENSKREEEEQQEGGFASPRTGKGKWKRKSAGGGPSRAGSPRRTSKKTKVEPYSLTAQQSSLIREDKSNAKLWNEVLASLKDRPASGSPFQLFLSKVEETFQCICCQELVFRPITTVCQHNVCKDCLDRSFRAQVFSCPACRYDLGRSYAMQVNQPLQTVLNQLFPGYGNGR
Starred values were filed as active, the others as inactive; i = inactive; . = not tested or not shown. Outcome played no part in choosing rows, and some 4.1% of all compounds hit somewhere here.

SMILES	DDE Tn6 FP inh	PLC-gamma1 inh	ARFGAP1 inhibitor	DDE Tn7 FP inh	ADAM17 inh	MBD2 DNA inh	PLCb3 inh	ASAP1 inh	KLK7 zymogen act	UHRF1 MBD2 ctr
O=C(CCC1CCCCC1)Nc1cc(C(F)(F)F)ccc1N1CCOCC1	-4	5	6	-7	7	-2	3	0	1.0	0
CCOc1ccc(Cl)cc1-c1cc(C(=O)NCc2cc(C(F)(F)F)cc(C(F)(F)F)c2)[nH]n1	0	2	6	2	-3	7	-4	-5	0.8	45*
CCN(Cc1ccncc1)C(=O)C1CCN(S(=O)(=O)c2cccs2)CC1	0	6	-15	5	1	-1	6	-17	-0.6	7
COc1cc(CCCN2CCNC[C@@H]2CC2CCCCC2)cc(OC)c1OC	-4	3	1	3	0	-2	2	6	-0.2	5
Cc1ccc2nc(NC(=O)c3ccc(Cn4cc(Cl)cn4)o3)sc2c1	1	-109	9	-4	-64	1	-142	14	57*	6
O=C(Oc1ccc(-c2nnco2)cc1)c1ccco1	-2	2	-10	3	0	-4	3	0	1.1	2
CC1(C(=O)Nc2cnc3ccccc3c2)CCN1C(=O)CCc1ccccc1 (stereo unspecified)	-7	0	-5	-1	-4	-5	0	-3	-0.2	0
O=C1CCSc2ccc(Cl)cc2N1Cc1ccc(Cl)cc1	1	-1	7	4	2	-6	-2	-8	0.2	-2
Cc1ccnc2nc(C(=O)OCC(=O)Nc3ccccc3C(C)(C)C)nn12	0	3	6	-1	1	0	1	-7	0.0	0
Cc1ccc(-c2csc(NC(=O)C3=NN(c4ccccc4)C(=O)CC3)n2)cc1	-4	-8	3	4	-2	-5	-9	-9	-0.7	0
O=C(NNc1ccccc1)NC(Cc1ccccc1)C(=O)O (stereo unspecified)	8	1	-4	6	0	-1	0	-3	-0.4	6
CCOC(=O)N1CCN(C(=O)c2ccc3c(c2)N=C(C)c2cc(Cl)ccc2S3)CC1	0	-2	-2	4	1	5	-8	-7	0.3	18
O=C(CN(c1ccc2c(c1)OCCO2)S(=O)(=O)c1ccccc1)Nc1ccc2c(c1)OCO2	-3	-1	9	6	-3	-1	-2	-1	0.2	0
CCOC(=O)Cc1nn(Cc2ccccc2)c(=O)c2ccccc12	3	0	10	7	-2	-1	-4	-15	-0.4	-2
COc1cc(SC)ccc1C(=O)NCCCn1ccnc1	-6	-1	-3	3	3	-1	-2	10	-0.6	0
CN(C)S(=O)(=O)c1cc(NC(=O)CNCc2ccc(F)cc2)ccc1Cl	1	3	4	-1	-1	2	-3	11	0.3	-2
CCN1CCN(C(=O)C(=O)c2cn(CC(=O)N3CCCCCC3)c3ccccc23)CC1	-3	-4	2	-5	0	-5	-10	5	0.2	0
CCN1CC(=O)Nc2cc(S(=O)(=O)N3CCOCC3)ccc21	4	-1	13	2	-6	-3	-5	-5	0.6	-1
Cc1ccc(S(=O)(=O)N(C(=N)N)c2nc(N(C)C)nc(N(C)C)n2)cc1	4	3	-6	6	1	-6	-2	2	0.3	1
N#Cc1c2c(c(NCCN3CCOCC3)n3c1nc1ccccc13)CCCC2	-3	-100	-3	0	-33	-5	-120	4	-0.4	-1

13 neighbouring compounds out of the list so far:
SMILES	DDE Tn6 FP inh	PLC-gamma1 inh	ARFGAP1 inhibitor	DDE Tn7 FP inh	ADAM17 inh	MBD2 DNA inh	PLCb3 inh	ASAP1 inh	KLK7 zymogen act	UHRF1 MBD2 ctr
CCN(Cc1ccncc1)C(=O)C1CCN(S(=O)(=O)c2cccs2)CC1	0	6	-15	5	1	-1	6	-17	-0.6	7
COc1cc(CCCN2CCNC[C@@H]2CC2CCCCC2)cc(OC)c1OC	-4	3	1	3	0	-2	2	6	-0.2	5
Cc1ccc2nc(NC(=O)c3ccc(Cn4cc(Cl)cn4)o3)sc2c1	1	-109	9	-4	-64	1	-142	14	57*	6
O=C(Oc1ccc(-c2nnco2)cc1)c1ccco1	-2	2	-10	3	0	-4	3	0	1.1	2
CC1(C(=O)Nc2cnc3ccccc3c2)CCN1C(=O)CCc1ccccc1 (stereo unspecified)	-7	0	-5	-1	-4	-5	0	-3	-0.2	0
O=C1CCSc2ccc(Cl)cc2N1Cc1ccc(Cl)cc1	1	-1	7	4	2	-6	-2	-8	0.2	-2
Cc1ccnc2nc(C(=O)OCC(=O)Nc3ccccc3C(C)(C)C)nn12	0	3	6	-1	1	0	1	-7	0.0	0
Cc1ccc(-c2csc(NC(=O)C3=NN(c4ccccc4)C(=O)CC3)n2)cc1	-4	-8	3	4	-2	-5	-9	-9	-0.7	0
O=C(NNc1ccccc1)NC(Cc1ccccc1)C(=O)O (stereo unspecified)	8	1	-4	6	0	-1	0	-3	-0.4	6
CCOC(=O)N1CCN(C(=O)c2ccc3c(c2)N=C(C)c2cc(Cl)ccc2S3)CC1	0	-2	-2	4	1	5	-8	-7	0.3	18
O=C(CN(c1ccc2c(c1)OCCO2)S(=O)(=O)c1ccccc1)Nc1ccc2c(c1)OCO2	-3	-1	9	6	-3	-1	-2	-1	0.2	0
CCOC(=O)Cc1nn(Cc2ccccc2)c(=O)c2ccccc12	3	0	10	7	-2	-1	-4	-15	-0.4	-2
COc1cc(SC)ccc1C(=O)NCCCn1ccnc1	-6	-1	-3	3	3	-1	-2	10	-0.6	0

Two compounds from above with just PLCb3 inh and PLC-gamma1 inh.
SMILES | PLCb3 inh | PLC-gamma1 inh
O=C1CCSc2ccc(Cl)cc2N1Cc1ccc(Cl)cc1 | -2 | -1
Cc1ccnc2nc(C(=O)OCC(=O)Nc3ccccc3C(C)(C)C)nn12 | 1 | 3

Additional results follow.
SMILES	DDE Tn6 FP inh	PLC-gamma1 inh	ARFGAP1 inhibitor	DDE Tn7 FP inh	ADAM17 inh	MBD2 DNA inh	PLCb3 inh	ASAP1 inh	KLK7 zymogen act	UHRF1 MBD2 ctr
Cc1cc(NC(=O)C(=O)NCCN2CCN(S(C)(=O)=O)CC2)ccc1Br	-7	-1	12	-6	2	0	1	4	0.4	6
CCOc1ncccc1C(=O)OCC(=O)Nc1cccc(S(=O)(=O)N2CCCCCC2)c1	1	3	10	-3	5	-3	-6	3	0.7	1
Fc1cc(Cl)ccc1NC(=S)NCCN1CCOCC1	1	1	-5	-2	-2	1	-1	-1	0.5	-1
O=[N+]([O-])c1ccc(N2CCCC2)cc1NC1CC1	5	-1	-9	1	1	-9	3	-1	0.6	-12
Cc1ccc(S(=O)(=O)N2CCOCC2)cc1NC(=O)COC(=O)CNC(=O)c1ccc(Oc2ccccc2)cc1	3	-1	4	-5	5	1	-2	8	0.1	-1
O=C(Cc1ccc(Cl)c(Cl)c1)Nc1ccc2[nH]c(=O)[nH]c2c1	-1	-8	4	2	-6	-3	-15	-3	0.3	-3
COc1ccc(NC(=O)c2cccc(NC(=O)C(C)C)c2)c([N+](=O)[O-])c1	-15	0	11	10	-4	-8	1	-2	-0.3	-5
CCOc1cc(N2CCOCC2)c(OCC)cc1NC(=O)Cn1[nH]c(=O)c2ccccc2c1=O	-3	-2	0	-3	-2	4	-1	-2	-0.2	-2
O=C(Nc1c(-c2ccc(C(F)(F)F)cc2)nc2ncccn12)C1CC1	6	i	.	-1	-270	0	i	.	27*	-3
Cc1ccc(S(=O)(=O)N2CCCC2C(=O)NCc2ccc3c(c2)OCO3)cc1 (stereo unspecified)	0	-1	-2	2	-6	-4	-6	-2	0.3	-1
O=[N+]([O-])c1cc(C(F)(F)F)ccc1Sc1nccn1Cc1ccccc1	-2	2	-19	7	-2	5	3	-2	0.5	-1
CCOc1ccccc1C(=O)NC(CO)C(=O)O (stereo unspecified)	5	4	-3	5	0	-1	3	7	0.6	-1
COc1cc(C)c(CN2CCC(Cc3ccccc3)CC2)cc1C	-2	2	5	5	-2	-2	-4	-7	0.1	1
O=C(NCC1CCCO1)c1nc2c(nnn2Cc2ccccc2Cl)c(=O)[nH]1 (stereo unspecified)	7	1	-4	-4	1	-6	2	-10	-0.3	0
CC(C)N1CC(C(=O)Nc2cc(Cl)cc(Cl)c2)CC1=O (stereo unspecified)	4	-1	-10	-1	-5	4	-3	-2	-0.6	2
CCCCN(C(=O)c1ccc(S(=O)(=O)N2CCCC2)cc1)C1CCS(=O)(=O)C1 (stereo unspecified)	-9	-1	16	2	-5	5	4	-12	0.2	3
CNC(=O)C1(c2ccccc2)CCCCC1	-6	0	2	3	-4	4	0	1	0.4	-1
CN(CC(=O)Nc1sccc1C(N)=O)S(=O)(=O)c1ccc(Cl)cc1	-11	-4	2	-2	-1	4	-19	-1	0.3	5
OC(COc1ccccc1)CN(Cc1ccccc1)CC(O)COc1ccccc1 (stereo unspecified)	0	4	10	-1	5	-3	4	2	-0.1	-2
COc1ccc(CCN(C)CC(O)c2ccccc2)cc1OC (stereo unspecified)	-3	3	8	3	-4	3	-4	-6	-0.6	5

Structures listed above marked active in UHRF1 MBD2 ctr.
SMILES	DDE Tn6 FP inh	PLC-gamma1 inh	ARFGAP1 inhibitor	DDE Tn7 FP inh	ADAM17 inh	MBD2 DNA inh	PLCb3 inh	ASAP1 inh	KLK7 zymogen act	UHRF1 MBD2 ctr
CCOc1ccc(Cl)cc1-c1cc(C(=O)NCc2cc(C(F)(F)F)cc(C(F)(F)F)c2)[nH]n1	0	2	6	2	-3	7	-4	-5	0.8	45*

Later entries:
SMILES	DDE Tn6 FP inh	PLC-gamma1 inh	ARFGAP1 inhibitor	DDE Tn7 FP inh	ADAM17 inh	MBD2 DNA inh	PLCb3 inh	ASAP1 inh	KLK7 zymogen act	UHRF1 MBD2 ctr
CCOC(=O)C1CCN(C(=O)COc2ccc(N(C)S(=O)(=O)c3ccc(OCC)cc3)cc2)CC1	-5	4	-5	-2	3	-5	-3	0	0.3	3
CCOC(=O)C1CCCN(C(=O)c2ccccc2Oc2ccccc2)C1 (stereo unspecified)	0	1	7	2	-5	2	-2	-9	0.1	1
O=Cc1ccccc1OCc1ccc2c(c1)OCO2	-3	1	-3	-2	-2	-1	-2	-4	0.0	0
CN1CCN(S(=O)(=O)c2ccc3[nH]cc(C(=O)O)c(=O)c3c2)CC1	-1	-5	4	7	-11	5	-2	-5	-8.1	2
